Rac1 act GTP bind: modulators of GTP binding to human Rac1 activated mutant; P63000; GST-Rac1 activated beads, fluorescent GTP binding, flow cytometry; actives lie on both sides; 100% means binding = to untreated wells; percent activity (GTP binding), % at 10 µM; actives 0.11% (n = 190,000); AID 764;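 active means GTP binding at least 20 percentage points away from the 100% baseline, in either direction, so actives lie on both sides; inconclusive means Compound likely fluorescent itself, or too few beads counted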
Avidin fluor: avidin bead compound fluorescence profile | actives 0.38% (n = 220,000) | Avidin beads, compound fluorescence 488/530 nm, flow cytometry; active compounds read high | fluorescence (KMESF) at 10 µM; in the data active means fluorescence above about 47; further: inactives centre near 10
Pf gamet viab: inhibitors of late stage P. falciparum gametocyte viability | P. falciparum stage V gametocytes, ATP luminescence, 24 h | inhibition, % at 10.9 µM | actives 0.065% (n = 150,000) | AID 743093;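 active means inhibition above the mean plus 3 SD of compounds within the control limits, set per campaign, cut at about 38% in these data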;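 further: 0% = DMSO wells and 100% = medium only without gametocytes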
Mcl1-Noxa inh: disrupts binding of human Mcl-1 to Noxa peptide. Q07820. TR-FRET Mcl-1/Noxa peptide binding, 2 h. inhibition, % at 21.7 µM. AID 1022. actives 1.5% (n = 220,000);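 active means compounds that cut the protein-peptide binding signal by more than 50% relative to plate controls in a single-dose test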;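 further: His-tagged Mcl-1 with rhodamine Noxa BH3 peptide and terbium anti-His antibody; 0% = Mcl-1 plus Noxa peptide wells and 100% = peptide-only wells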
Target sequence (Q07820 whole entry, looked up): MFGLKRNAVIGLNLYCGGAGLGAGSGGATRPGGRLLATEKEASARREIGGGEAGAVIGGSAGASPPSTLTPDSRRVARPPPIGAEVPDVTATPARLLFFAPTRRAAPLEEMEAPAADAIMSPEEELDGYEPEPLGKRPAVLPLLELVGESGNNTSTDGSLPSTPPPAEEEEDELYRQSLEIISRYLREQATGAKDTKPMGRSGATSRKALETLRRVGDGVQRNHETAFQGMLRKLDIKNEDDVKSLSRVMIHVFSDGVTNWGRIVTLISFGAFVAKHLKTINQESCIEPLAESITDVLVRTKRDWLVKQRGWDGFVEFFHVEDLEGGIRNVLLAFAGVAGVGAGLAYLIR
HRas wt GTP bind: changes GTP binding to wildtype human HRas; P01112; GST-Ras wt beads, Bodipy-FL-GTP binding, flow cytometry; actives lie on both sides; GTP binding activity, % at 10 µM; actives 0.14% (n = 190,000);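 active means GTP binding activity at least 20% away from the 100% baseline, either lowered as inhibitor or raised as activator; inconclusive means flagged as likely green fluorescent, judged across all proteins in the well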;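 further: 0% = unlabeled GTP competition control and 100% = no-compound control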
Target sequence (P01112 whole entry, looked up): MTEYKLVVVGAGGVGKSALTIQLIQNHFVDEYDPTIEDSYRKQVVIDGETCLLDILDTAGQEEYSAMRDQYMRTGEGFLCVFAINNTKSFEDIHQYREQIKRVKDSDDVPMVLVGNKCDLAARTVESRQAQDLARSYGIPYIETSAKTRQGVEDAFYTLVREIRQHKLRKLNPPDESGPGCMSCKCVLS
Mcl1-Bid inh: disrupts binding of human Mcl-1 to Bid peptide. TR-FRET Mcl-1/Bid-Dy647 peptide binding, 1536-well. inhibition, % at 21.7 µM. actives 0.97% (n = 220,000). AID 1021;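 active means compounds that cut the binding signal by more than half at the single screening dose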;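 further: His-tagged Mcl-1 with europium anti-His antibody binding Bid BH3 peptide; 0% = Mcl-1 plus peptide wells and 100% = peptide-only wells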
Rac1 wt modul: modulators of human Rac1 wildtype GTP binding | P63000 | GST-Rac1 beads, fluorescent GTP binding, flow cytometry; actives lie on both sides; 0 = cold GTP competed, 100 = untreated | GTP binding activity (% of control), % at 10 µM | actives 0.27% (n = 190,000) | AID 757;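 active means GTP binding activity at least 20 points away from the 100% control level, either lower or higher; inconclusive means compound flagged as likely green fluorescent, judged across all proteins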
Cdc42 wt: changes GTP binding to wildtype human Cdc42. GST-Cdc42 beads, Bodipy-GTP binding, flow cytometry; actives lie on both sides. percent activity (GTP binding), % at 10 µM. actives 0.2% (n = 190,000);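 active means percent activity GTP binding at least 20 points away from the 100% baseline, either down as inhibitor or up as activator; inconclusive means compound flagged as likely green fluorescent from well-wide comparison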;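 further: median bead fluorescence of bound Bodipy-FL-GTP at 100 nM; 0% = excess unlabeled GTP control and 100% = no compound control; below 100% means less GTP binding so inhibitor and above means activator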
Target sequence (P60953 whole entry, looked up): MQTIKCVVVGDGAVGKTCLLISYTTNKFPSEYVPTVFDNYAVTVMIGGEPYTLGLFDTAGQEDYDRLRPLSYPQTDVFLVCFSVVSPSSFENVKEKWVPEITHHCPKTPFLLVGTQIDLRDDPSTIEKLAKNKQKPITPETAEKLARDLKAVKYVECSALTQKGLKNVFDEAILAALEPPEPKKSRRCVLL
Bim-Mcl-1: disrupts Bim peptide binding to human Mcl-1; Q07820; actives 0.1% (n = 190,000); Bead-based flow cytometry, Bim peptide-Mcl-1 binding; inhibition, % at 10 µM; in the data active means inhibition above about 40%;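 further: 0% = no compound tracer wells and 100% = peptide blocker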
Rab7 wt GTP bind: dog Rab7 wildtype GTP binding, inhibitors and activators | GST-Rab7 beads, fluorescent GTP binding, flow cytometry; actives lie on both sides; untreated = 100%, excess cold GTP = 0% | GTP binding activity (percent of control), % at 10 µM | actives 0.055% (n = 190,000) | AID 758;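 active means fluorescent GTP binding to Rab7 beads changed by at least 20 points from the 100% baseline, either direction, mostly lower; inconclusive means compound itself probably fluorescent, or too few beads counted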;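 further: median green fluorescence of bound Bodipy-FL-GTP per Rab7 bead population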
Rab2A wt mod: changes GTP binding to wildtype dog Rab2A, up or down; P61105; GST-Rab2 wt beads, Bodipy-GTP binding, flow cytometry; GTP binding activity, % at 10 µM; actives 0.19% (n = 190,000); AID 760;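 active means GTP binding activity at least 20 points away from 100%, either lowered or raised; inconclusive means signal likely due to the compound's own green fluorescence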;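 further: 0% = beads with excess unlabeled GTP and 100% = no-compound control corrected for plate trend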
Active calls of the source: *; ? = inconclusive; / = no result given; [ ] = another dose, or the depositor's remark.

SMILES	Rac1 act GTP bind	Avidin fluor	Pf gamet viab	Mcl1-Noxa inh	HRas wt GTP bind	Mcl1-Bid inh	Rac1 wt modul	Cdc42 wt	Bim-Mcl-1	Rab7 wt GTP bind	Rab2A wt mod
Cc1cc(C)nc(NC(=O)Cc2cccs2)n1	96	9	/	9	97	-44	100	97	-4	99	97
COc1ccc([N+](=O)[O-])cc1N(CC(O)CN(CC(C)C)CC(C)C)S(=O)(=O)c1ccccc1 (centres undefined)	101	7	3	-10	106	-34	104	103	-1	99	105
C=CCNc1oc(-c2ccc(OC)cc2)nc1C#N	102	43	/	1	102	-38	103	103	-2	102	104
CC1CCCc2sc3ncn(N)c(=N)c3c21 (centres undefined)	94	12	-3	16	97	-2	100	96	1	101	98
CCCn1c(SCC(=O)Nc2ccccc2Oc2ccccc2)n[nH]c1=O	98	1	1	9	99	1	97	96	-2	99	97
CCOC(=O)Cc1csc(NC(=O)CSc2nnc(C(C)C)n2CC)n1	99	34	/	4	104	-13	108	104	-3	101	101
O=C(O)Cc1ccc(NC(=O)c2cccc(NC(=O)c3ccco3)c2)cc1	95	5	/	7	95	-31	96	94	-2	99	96
S=C(NCCc1c[nH]c2ccccc12)NC1CC1	98	9	26	7	99	-41	95	99	0	102	100
CC1CN(Cc2nc3c(c(=O)n(C)c(=O)n3C)n2CCN2CCOCC2)CC(C)O1 (centres undefined)	95	7	/	-2	98	-11	97	97	0	97	95
Cc1ccc(-c2nc3ncccn3c2Nc2ccc3c(c2)OCCO3)o1	99	10	/	11	99	-30	100	102	0	95	99
O=C(NCCO)C(=O)c1c(-c2ccccc2)cc2ccccn12	95	12	6	18	96	-27	96	98	0	103	96
CCN(CC)S(=O)(=O)c1cnccc1N1CCN(c2cccc(Cl)c2)CC1	103	6	/	2	104	-42	103	104	-3	104	102
O=C1c2cccnc2C(=O)N1C1CCCCC1	97	8	/	-9	100	-26	99	103	-2	101	100
Cc1cccc(C)c1NC1=NC(=S)N(c2ccc(N(C)C)cc2)C1(C)C	101	13	25	3	102	-18	105	104	-4	101	102
Cc1ccc(N2C(=O)CSC2c2ccc3c(c2)OCO3)cc1 (centres undefined)	100	10	/	14	104	-21	104	102	6	107	105
O=C(CNC(=O)c1ccco1)OCC(=O)c1cccc2ccccc12	92	13	/	-4	98	-20	97	97	0	96	95
CCOC(=O)c1cc(-c2ccccc2)sc1NC(=S)Nc1cccc(C)n1	96	38	/	-24	98	-11	96	101	1	96	96
O=C(CC(c1ccco1)C1CCCCC1=O)c1ccccc1 (centres undefined)	102	11	/	-7	106	-66	106	105	4	108	107
Cc1oc2cc(OC(=O)c3ccco3)ccc2c(=O)c1-c1nc2ccccc2n1C	98	5	-2	-6	98	1	106	96	-2	97	96
O=[N+]([O-])c1ccccc1/C=C/C=N/Nc1nc(N2CCCCC2)nc(N2CCCCC2)n1	94	8	/	23	97	10	96	97	3	103	96
COC(=O)c1ccc(NC(=S)NNC(=O)c2ccccc2)cc1	?	6	-2	17	?	-12	?	?	0	?	?
CS(=O)(=O)N1CCN(C(=O)C2c3ccccc3Oc3ccccc32)CC1	102	12	/	6	111	-5	121*[activator]	116	-1	103	112
COc1ccc(CCN(C)C(=O)CCc2nnc(-c3ccccc3)o2)cc1OC	93	10	-5	20	92	10	93	96	2	89	93
CCOC(=O)CNC(=O)CSc1ccc2nnc(-c3cccnc3)n2n1	99	10	/	23	94	10	101	99	-2	96	97
CC1=C(C(=O)OC(C)C)C(c2ccccn2)n2ncnc2N1 (centres undefined)	101	9	/	17	102	-22	108	104	0	104	103
CCOC(=O)c1ccc(NC(=S)N2CCN(S(C)(=O)=O)CC2)cc1	97	10	3	15	98	-20	97	99	1	99	98
CCOc1cccc(CNc2ccc(O)cc2)c1OCc1ccccc1Cl	98	/	/	7	100	-11	103	100	0	98	101
Cc1ccc(S(=O)(=O)Cn2nnnc2C(c2ccccc2)N2CCN(c3ncccn3)CC2)cc1 (centres undefined)	104	8	22	12	108	-5	106	106	-3	97	107
Cc1ccc(NC(=O)CN2C(=O)S/C(=C/c3ccc(-c4cccc(C(=O)O)c4)o3)C2=O)cc1	86	13	8	83*	90	-31	91	87	2	97	89
CCCC(=O)NC(Nc1ccccc1OC)C(Cl)(Cl)Cl (centres undefined)	97	8	13	-8	98	-16	98	99	-1	98	100
CC1CN(C2=CC(=O)CCC2)CC(C)O1 (centres undefined)	98	10	12	5	98	-35	101	99	-2	99	97
Cc1sc2nc3n(c(=O)c2c1C)CCCS3	97	9	2	19	98	-9	95	95	-1	98	95
CCN1CCN(c2ccc(N=Cc3ccccc3O)cc2)CC1	92	21	8	12	93	-43	94	94	-2	96	93
Cc1ccc(S(=O)(=O)N2CCC(C(=O)N[C@H](C(=O)NC3CCS(=O)(=O)C3)C(C)C)CC2)cc1 (some centres undefined)	97	6	/	-3	100	-1	103	103	-4	100	100
COc1ccc(S(=O)(=O)N(C)CC(=O)N2CCC(C(N)=O)CC2)cc1Cl	100	4	-19	17	104	-8	108	105	-6	106	108
CC(C)(CO)NCC(=O)Nc1cc(C(F)(F)F)cc(NC(=O)CNC(C)(C)CO)c1Cl	100	14	1	15	102	-15	105	103	-2	99	101
O=C(CCN1CCc2ccccc2C1)Nc1ccc2c(c1)OCO2	94	13	/	29	100	-4	97	98	-2	99	98
Cn1ncc(Cl)c(Oc2ccccc2)c1=O	97	14	/	6	100	-13	99	99	0	102	97
CNS(=O)(=O)c1ccc2nc(NC(=O)/C=C/c3ccco3)sc2c1	96	8	-8	19	100	-59	98	98	0	106	100
COc1ccc(NC(=O)CCCn2c(=O)c3sccc3n(Cc3ccc(C)cc3)c2=O)cc1	95	27	8	-3	95	25	98	99	0	98	94
Cc1cc(-c2n[nH]c(=S)n2CC(C)C)cs1	98	17	0	28	100	-29	101	98	-5	100	97
CCNc1nc(Oc2c(Cl)cccc2Cl)cc(C(F)(F)F)n1	97	41	/	-19	101	-8	100	100	0	100	100
CCCCCC(=O)NC(=S)NNC(=O)c1ccc([N+](=O)[O-])cc1	96	13	-9	-63	96	-89	98	100	-2	92	94
CCOC(=O)C1=C(C)NC(=O)NC1c1ccsc1 (centres undefined)	104	10	/	7	104	12	106	106	0	101	104
O=C(C(Cl)Cl)N1CCN(Cc2ccccc2)CC1	99	9	-6	-9	98	8	102	102	-7	98	96

Records listed above shown as hits in Mcl1-Noxa inh:
SMILES	Rac1 act GTP bind	Avidin fluor	Mcl1-Noxa inh	HRas wt GTP bind	Mcl1-Bid inh	Rac1 wt modul	Cdc42 wt	Bim-Mcl-1	Rab7 wt GTP bind	Rab2A wt mod
Cc1ccc(NC(=O)CN2C(=O)S/C(=C/c3ccc(-c4cccc(C(=O)O)c4)o3)C2=O)cc1	86	13	83*	90	-31	91	87	2	97	89

Other records follow.
SMILES	Rac1 act GTP bind	Avidin fluor	Pf gamet viab	Mcl1-Noxa inh	HRas wt GTP bind	Mcl1-Bid inh	Rac1 wt modul	Cdc42 wt	Bim-Mcl-1	Rab7 wt GTP bind	Rab2A wt mod
CCCC(C)C(=O)Nc1ccc(F)c(Cl)c1 (centres undefined)	96	9	2	9	100	-5	100	99	3	108	104
CN1CCN(CCC(=O)Nc2cccc(F)c2)CC1	98	10	/	10	103	-6	102	101	0	105	104
CCc1nnc(NC(=O)CSc2nnc(-c3ccco3)n2CC)s1	103	11	7	24	104	6	108	105	-3	101	104
CCN(CC)C(=O)c1sc(NC(=O)c2c(OC)cccc2OC)c(C#N)c1C	93	10	/	26	97	9	97	98	2	104	98
Nc1nc(=S)[nH]c2c1C1(CCCCC1)Cc1ccccc1-2	99	13	9	13	95	-57	97	99	-6	95	94
CC(C)C(=O)N1C2CCC1CC(O)(c1ccc(F)cc1)C2 (centres undefined)	?	35	/	0	?	-5	?	?	-3	?	?
C=C(C)CNC(=S)N/N=C1\CCCCc2ccccc21	95	13	0	5	95	-21	97	97	-1	95	97
CC1(C)Cc2nc(NCCN3CCOCC3)c(C#N)cc2CO1	100	12	/	5	102	-4	108	106	-4	105	104
O=C(CSc1nnc(-c2ccco2)n1Cc1ccco1)N1CCOCC1	102	11	-26	7	102	-30	109	102	-12	96	101
COc1cccc(-n2cnc3scc(-c4cccs4)c3c2=O)c1	96	5	/	10	96	-2	96	96	-4	94	95
COc1cc(C(=O)CCN2CCC(c3ccccc3)C2)cc(OC)c1OC (centres undefined)	104	3	-3	33	101	4	104	103	-5	99	102
CCCS(=O)(=O)N1CCC(C(=O)NC2CCCCC2C)CC1 (centres undefined)	98	36	/	-5	99	5	106	101	-1	101	98
CC(C)Cc1nnc(NC(=O)CSc2nc(N)cc(=O)[nH]2)s1	92	7	-14	20	97	-29	94	97	0	97	93
CCn1c(SCC(=O)N2CCN(c3ccccc3F)CC2)nnc1-c1ccoc1C	101	6	1	2	102	-57	107	105	0	103	103
Cc1ccc2nc(N3C(=O)C(O)=C(C(=O)c4ccc(C)o4)C3c3cccc(O)c3)sc2c1 (centres undefined)	89	11	17	8	92	-27	97	93	-2	92	91
CCOC(=O)c1cnc(-c2ccccc2)nc1Oc1ccc(OC)cc1	94	5	-12	6	100	-19	99	96	-1	93	96
Cc1cccc(-c2cc3nc(C)cc(NCCCn4ccnc4)n3n2)c1	96	3	/	6	97	-46	96	96	2	94	94
O=C(O)c1cccc(C(=O)O)n1	98	7	/	-44	94	-33	100	99	-2	90	96
COc1ccccc1NC(=O)CSc1nnc(CCNC(=O)c2ccc(C)cc2)n1C	95	6	-1	-10	94	-57	93	96	0	94	99
Cc1nn(-c2ncc(C(F)(F)F)cc2Cl)c(=O)n1-c1ccccc1F	96	9	5	-6	97	-10	101	98	0	104	100
CC(=O)Nc1nc(C)cs1	96	9	-7	-14	95	-20	99	98	-2	97	98
COc1ccc(O)c(/C=N/c2sc(C)c(C)c2C#N)c1	100	8	3	20	102	7	107	103	-3	102	103
CCN(CC)S(=O)(=O)c1ccc2c(c1)N(CC(=O)N(CCc1ccncc1)C(C)C)C(=O)CO2	94	10	/	3	97	-17	97	98	9	95	96
O=C(CN1CCN(c2ccccc2F)CC1)Nc1ccc2c(c1)CCC2	90	17	-11	10	95	-30	93	96	-1	93	90
CC[n+]1c(/C=C/c2ccc(N(C)C)cc2)ccc2ccccc21	100	22	3	23	99	-55	103	104	-5	97	96
Cc1nn(C)c(C(=O)NNC(=S)NCc2ccco2)c1Br	94	8	8	12	94	-34	95	94	-9	94	93
O=C(CC12CC3CC(CC(C3)C1)C2)N/N=C\c1ccc[nH]1	95	9	-3	10	97	-41	97	95	4	102	97
COc1ccc(-c2ccc(-c3noc(-c4ccccc4F)n3)c(OC)n2)cc1	94	8	/	/	94	56*	93	96	2	90	92

High-throughput results as filed in PubChem BioAssay.
